TrxR1 inh: inhibitors of rat thioredoxin reductase 1 | Potency, µM (titrated, usually from 114 µM), for the others: at the top dose activity change, negative = inhibition, most hits filed as inhibitors | O89049 | AID 588453 | hit rate 1% among 390,000 | recombinant rTrxR1, NADPH fluorescence consumption, selenite substrate; further: potency means the concentration at half of the fitted maximal effect; on the % scale 0 is the no-effect control and ±100 the full control effect; nearly all actives have a fitted effect of over 65% in size
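Rat TrxR1 (90 nM in the dispensed reagent) was pre-reduced with 400 uM NADPH for 5 min at room temperature, then incubated with compound for 15 min. After 400 uM selenite was added, NADPH fluorescence (Ex 340/Em 450 nm) was followed for 8 min.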
PI4K2A block: PI4K2A (human) kinase inhibition. Q9BTU6. purified PI4K2A, ADP-Glo luminescence, 1 h; active compounds read low. activity change, negative = inhibition, % at 76.9 µM. hit rate 0.13% among 420,000; in the data active means activity change below about -50%; inconclusive means mostly about -30% to -49%;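 further: -100% = wells without enzyme as full effect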
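Compounds are screened against recombinant PI4K2A using PI as substrate and ATP, the latter dispensed at 300 microM. Reactions run one hour at ambient temperature before ADP-Glo detection; full inhibition defined by wells lacking enzyme.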
PGK inhibitor: blocks T. brucei phosphoglycerate kinase. PGK/GAPDH coupled, Kinase-Glo luminescence, 60 min. Potency, µM (doses to about 57.5 µM), for the others: at the highest dose activity change, negative = inhibition, most hits filed as inhibitors. AID 602233. P07378. hit rate 0.043% among 380,000; further: potency means the concentration at half of the fitted maximal effect; on the % scale 0 is the no-effect control and ±100 the full control effect; nearly all actives have a fitted effect of over 60% in size
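Recombinant glycosomal PGK reaction used 1,3-bisphosphoglycerate generated in-well by GAPDH (100nM final) in 100mM TEA pH 7.6, 5mM MgCl2, 0.01% Tween-20. After 60 minutes at room temperature, ATP was read by Kinase-Glo Plus luminescence end-point.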
TrxR1 substrate: rat thioredoxin reductase 1 substrate activity | purified TrxR1 substrate turnover, NADPH consumption readout | AID 588456 | hit rate 0.01% among 390,000 | O89049 | Potency, µM (series often up to 114 µM), for the others: top-dose activity change, negative = substrate turnover; further: potency means the concentration at half of the fitted maximal effect; on the % scale 0 is the no-effect control and ±100 the full control effect; nearly all actives have a fitted effect of over 50% in size
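Rat TrxR1, dispensed at 90 nM, was prereduced with 400 uM NADPH (final) for 5 min at ~22 deg C, then incubated with compound 15 min before 400 uM selenite. A first-read NADPH fluorescence drop versus no-compound background flagged substrates.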
USP1 inh: blocks the human USP1/UAF1 deubiquitinase complex; O94782; recombinant USP1/UAF1, Ub-Rhodamine cleavage fluorescence; Potency, µM (doses to about 57.1 µM), inactives show at the top dose activity change, negative = inhibition, hits mostly inhibitors; hit rate 0.23% among 390,000; AID 743255; further: potency means the concentration at half of the fitted maximal effect; on the % scale 0 is the no-effect control and ±100 the full control effect; nearly all actives have a fitted effect of over 60% in size; inactives centre near -12
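In this screen, compounds sit with the deubiquitinase complex (1nM) for 15 min at room temperature before Ub-Rho is added at 150nM final. Fluorescence rise is then followed for 6 reads every 60 seconds.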
mIDH1 inhibitor: inhibitors of human mutant IDH1 R132H | O75874 | IDH1-R132H enzyme, NADPH consumption, diaphorase/resazurin fluorescence | Potency, µM (highest dose often 76.6 µM), without a hit: at the highest dose activity change, negative = inhibition, hits mostly inhibitors | hit rate 0.093% among 390,000 | AID 602179; further: potency means the concentration at half of the fitted maximal effect; on the % scale 0 is the no-effect control and ±100 the full control effect; nearly all actives have a fitted effect of over 65% in size
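IDH1-R132H (0.5 ug/mL) preincubated 30 min with compound, then NADPH (0.016 mM) and alpha-KG (2 mM) added; 80 min at RT, pH 7.5. Remaining NADPH coupled via diaphorase/resazurin to fluorescence (540/590 nm); concentration-response curves normalized to no-enzyme control.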
Pin1 inh: human Pin1 inhibition; Q13526; Pin1 FP peptide displacement, HiFluor488, 10 min; Potency, µM (series often up to 115 µM), inactives show top-dose activity, negative = inhibition, hits mostly inhibitors; hit rate 0.009% among 390,000; active means well fitted inhibition curve with a large enough effect in the polarisation, with a control signal flat, not every such curve was filed as active; inconclusive means small, poorly fitted or top-dose-only effect, or effect the other way, or a change in a side signal; inactive means no such curve, though single readings can be large or run the other way; the % refers to the polarisation; further: potency means the concentration at half of the fitted maximal effect; on the % scale 0 is the no-effect control and ±100 the full control effect
Target sequence (Q13526 whole entry, looked up): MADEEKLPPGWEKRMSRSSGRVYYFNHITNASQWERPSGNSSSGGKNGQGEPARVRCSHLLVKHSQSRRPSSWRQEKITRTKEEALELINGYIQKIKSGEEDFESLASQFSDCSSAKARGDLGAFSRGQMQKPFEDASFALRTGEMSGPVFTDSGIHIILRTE
GLS inh: glutaminase GLS (human) inhibition | Potency, µM (titrated, usually from 45.5 µM), for inactives: at the top dose activity change, negative = inhibition, most hits filed as inhibitors | AID 624170 | hit rate 0.21% among 410,000 | GLS enzymatic activity, qHTS titration; further: potency means the concentration at half of the fitted maximal effect; on the % scale 0 is the no-effect control and ±100 the full control effect
Target sequence (O94925 whole entry, looked up): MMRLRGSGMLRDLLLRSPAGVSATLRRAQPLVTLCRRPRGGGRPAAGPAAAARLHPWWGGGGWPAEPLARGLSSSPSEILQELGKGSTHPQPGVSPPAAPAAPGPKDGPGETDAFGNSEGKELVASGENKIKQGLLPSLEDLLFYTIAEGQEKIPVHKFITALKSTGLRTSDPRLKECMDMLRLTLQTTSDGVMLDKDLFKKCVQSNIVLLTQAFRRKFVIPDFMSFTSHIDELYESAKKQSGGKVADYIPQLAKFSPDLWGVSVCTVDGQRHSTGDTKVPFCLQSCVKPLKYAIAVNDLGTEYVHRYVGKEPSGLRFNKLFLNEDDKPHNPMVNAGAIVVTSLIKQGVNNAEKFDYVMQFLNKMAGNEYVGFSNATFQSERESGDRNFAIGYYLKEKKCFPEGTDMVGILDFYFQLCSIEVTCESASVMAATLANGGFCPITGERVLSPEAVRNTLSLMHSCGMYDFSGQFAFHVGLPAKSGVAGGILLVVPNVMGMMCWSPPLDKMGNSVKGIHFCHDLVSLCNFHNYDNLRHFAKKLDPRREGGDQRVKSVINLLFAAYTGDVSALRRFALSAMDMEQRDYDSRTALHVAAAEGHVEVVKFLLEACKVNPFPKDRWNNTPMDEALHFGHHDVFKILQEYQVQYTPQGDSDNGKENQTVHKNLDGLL
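Human kidney-isoform GLS in 45 mM KH2PO4 pH 8.2, 0.02% Tween-20, with compound, started with 1mM L-Glutamine (added stock). Glutamate oxidase/HRP/Amplex red coupled fluorescence read at start and after 30 min at RT.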
HP1b binding inh: inhibitors of HP1-beta chromodomain binding to methylated histone tails; Potency, µM (doses to about 114 µM), without a hit: top-dose activity change, negative = inhibition, most hits filed as inhibitors; hit rate 0.56% among 390,000; AlphaScreen HP1-beta / biotin-H3K9me3 peptide binding; AID 540317; further: potency means the concentration at half of the fitted maximal effect; nearly all actives have a fitted effect of over 70% in size; inactives centre near 23
Target sequence (P83916 whole entry, looked up): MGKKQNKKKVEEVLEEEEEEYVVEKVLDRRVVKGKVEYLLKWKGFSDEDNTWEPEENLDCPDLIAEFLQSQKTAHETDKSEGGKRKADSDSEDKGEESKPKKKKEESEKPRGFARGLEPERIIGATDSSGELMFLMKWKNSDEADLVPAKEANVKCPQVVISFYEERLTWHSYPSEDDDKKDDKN
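AlphaScreen: HP1-beta (50 nM) preformed 30 min with biotin-H3(1-18)K9me3 peptide (50 nM) in PBS pH 7.4, 0.01% Tween-20. Compound added for 30 min at RT, then streptavidin donor/nickel chelate acceptor beads (10 ug/mL) for 30 min.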
* marks the source's active call; other numbers are inactive results; i = inactive; u = inconclusive; x = not tested or not shown; [ ] = dose if it differs, or a comment. Unless noted, the call rests on the fitted dose curve; in most records, active means well fitted curve in the direction sought with a large enough effect; inconclusive means small, poorly fitted or top-dose-only effect, or another doubt; inactive means no such curve, though single readings can be large; an effect the other way counts as inactive or inconclusive. Only part of the results is shown; the hit share may differ from the screen's.

SMILES	TrxR1 inh	PI4K2A block	PGK inhibitor	TrxR1 substrate	USP1 inh	mIDH1 inhibitor	Pin1 inh	GLS inh	HP1b binding inh
Cc1nc(C2COc3ccccc3O2)sc1C(=O)O (stereo unspecified)	3%[2.29 µM]	-63*	-23%	5%[57.1 µM]	-6%	5%	-3%	-3%	50%
Fc1ccc(-c2cnn3c(-c4ccncc4)ccnc23)cc1	9%[57.1 µM]	6	i	8%[57.1 µM]	-8%	9%	-3%	4%	-9%
CCOC(=O)c1cc(-c2c(Cl)cccc2Cl)no1	14%	-1	0%	-2%	-21%	0%	u	0%	96%[activator]
Cc1ccc(NC(=O)C2CCCN(c3nnc(C)c4c(C)n(-c5ccccc5)nc34)C2)cc1Cl (stereo unspecified)	12%	-1	7%	23%	-10%	-10%	3%	5%	83%[activator]
O=S(=O)(NC1CC1)c1ccccc1	25%	0	1%	8%	-18%	-2%	-2%	-1%	42%[activator]
CC(=O)N1CCc2cc(S(=O)(=O)C(C)CC(=O)NCc3ccco3)ccc21 (stereo unspecified)	x	-6	-8%	x	-21%	-3%	x	1%	x
CC[C@@H]1CC=C[C@H]2[C@H]1C(=O)N(Cc1ccccc1)[C@H]2c1ccoc1	u	10	-2%	10%	u	-9%	23%	9%	28%
CCSc1nc2c(c(=O)[nH]1)C(c1cccnc1)C(C(=O)OC(C)C)=C(C)N2 (stereo unspecified)	-12%	-3	i	-11%	-12%	5%	u	19%	21%
NC(=S)Nc1ccc(Cl)cc1Cl	-17%[57.1 µM]	-2	-3%	-3%[57.1 µM]	0%	0%	-9%	-11%	15%
O=C(CCN1C(=O)/C(=C/c2ccccc2Cl)SC1=S)NC1=NCCS1	19%[11.4 µM]	8	i	10%[11.4 µM]	-22%	5%	30%	4%	u
Cc1ccc(C)c(S(=O)(=O)N2CCN(C(=O)c3cc(-c4cccs4)nn3-c3ccccc3)CC2)c1	20%	-1	1%	2%	-8%	-1%	3%	8%	-1%
Cc1onc(-c2c(F)cccc2Cl)c1C(=O)N1CCN(S(C)(=O)=O)CC1	3%	-3	-7%	5%	7%	-3%	1%	-4%	26%
CC(=O)c1nn(-c2ccc(Cl)cc2)c(=O)[nH]c1=O	10%	0	-1%	-3%	-13%	7%	1%	15%	33%
Cc1[nH]n(-c2ccccc2)c(=O)c1C=NCCc1ccccc1	7%	0	-5%	-7%	-5%	-5%	0%	17%	0%
COc1ccccc1CNC(=O)c1ccc2nc(CCc3ccccc3)oc2c1	7%[57.1 µM]	-5	-6%	-7%[57.1 µM]	-9%	29%	14%	-10%	26%[57 µM]
Cc1oc2ccc(O)c(CN3CCOCC3)c2c1C(=O)Nc1cccc(Cl)c1C	13%	-5	i	0%	-19%	-1%	-1%	9%	12%
CCOC(=O)C(C)n1cnc2c(nnn2-c2ccc(OC)cc2)c1=O (stereo unspecified)	10%	-1	6%	-6%	-7%	1%	0%	0%	12%
COc1ccc(C2C(=O)N(C3CCCCCC3)CC(=O)N2Cc2ccc(C)cc2)cc1OC (stereo unspecified)	6%[57.1 µM]	0	2%	-1%[57.1 µM]	-10%	-10%	5%	0%	u
CC(C)N(C)Cc1nnnn1CC(=O)N(C)Cc1cccc(Cl)c1	4%	5	-7%	-2%[11.4 µM]	-16%	9%	-5%	-9%	26%
COc1ccc(Cn2c(SCc3ccc(C(=O)NC4CCCCC4)cc3)nc3ccncc32)cc1	13%	4	-5%	-1%	5%	-6%	24%	-3%	12%
COc1ccc(/C=C2\SC(=NCc3ccccc3)NC2=O)cc1	-1%	-1	-1%	-5%	-9%	1%	1%	-3%	39%
c1ccc(Cc2cc(-c3ccccc3)on2)cc1	26%[57.1 µM]	-6	0%	15%[57.1 µM]	-15%	9%	-1%	-1%	280%
COc1cccc(C2NC(=O)c3sc(=S)n(-c4ccccc4)c3N2)c1 (stereo unspecified)	-4%	2	-13%	-9%	-17%	-1%	4%	24%	28%
CCN(CC)C(=O)CN(C#N)c1nc(C)cc(C)n1	4%	-3	2%	-3%	-16%	0%	7%	-2%	45%[activator]
Cc1ccccc1NC(=S)NC(=O)c1cncc(Br)c1	13µM*	-2	i	-11%	-12%	4%	1%	14%	u
Next section:
SMILES	TrxR1 inh	PI4K2A block	PGK inhibitor	TrxR1 substrate	USP1 inh	mIDH1 inhibitor	Pin1 inh	GLS inh	HP1b binding inh
Cc1cc(OCC(=O)NCC(O)c2ccccc2)c2c(C)cc(=O)oc2c1 (stereo unspecified)	-5%	11	-6%	100%[activator]	-23%	0%	8%	-3%	-4%
O=c1c(-c2cc(-c3ccc(F)cc3)nc3c2COc2ccc(Cl)cc2-3)coc2ccc(F)cc12	15%	-5	i	3%	-21%	-14%	1%	-5%	9%
COc1ccc2nc(NC(=O)c3ccccc3-c3ccccc3C(=O)O)sc2c1	16%	3	-4%	1%	-13%	-3%	1%	-1%	34%
O=C(CSc1ncc(CO)n1Cc1ccccc1)Nc1ccc(C(F)(F)F)cc1	7%[57.1 µM]	-18	i	-4%[57.1 µM]	-18%	5%	-2%	-12%	-1%[57 µM]
COc1ccc(CN(C(=O)c2ccc(CN3CCOCC3)o2)C(C(=O)NCC2CCCO2)c2ccc(F)cc2)cc1 (stereo unspecified)	14%[57.1 µM]	8	0%	-1%[57.1 µM]	-18%	17%	1%	-2%	31%
CCn1c2ccccc2c(=O)c2ccccc21	38%[57.1 µM]	6	4%	226%[activator]	-7%	-3%	2%	9%	65%[activator]
CCOC(=O)Cn1c(=N)n(CCOc2ccc(F)cc2)c2ccccc21	-16%[57.1 µM]	-1	-11%	-4%[57.1 µM]	-5%	2%	-1%	19%	20%
CC(C)c1ccccc1-n1c(SCc2cc(=O)oc3ccc4ccccc4c23)nnc1-c1cccnc1	15%	-5	-2%	50%[activator]	-15%	u	56%[activator]	10%	11%
COc1ccccc1NC(=O)c1ccc(NC(=O)CSc2nncn2C)cc1	16%	-4	i	0%	-14%	8%	-1%	0%	45%[activator]
COc1ccc(CN2CCCCC2c2cccnc2)c(OC)c1C (stereo unspecified)	4%	-1	-2%	2%	-11%	4%	0%	-10%	14%
CCN(CC)c1ccc(CNc2nc3ccccc3n2C)cc1	23%[57.1 µM]	-8	-9%	-7%[57.1 µM]	-9%	9%	-2%	16%	24%
Cc1nnc2ccc(-c3cccc(NS(C)(=O)=O)c3)nn12	-4%[57.1 µM]	-1	5%	-6%[57.1 µM]	5%	-1%	-4%	19%	13%
Cc1ccc2nc(-c3ccncc3)cc(-c3ccccc3)c2c1	14%	-2	5%	18%	-15%	u	2%	-7%	4%
CC1CCc2nn(CC(=O)NC3CCCC3)cc2C1 (stereo unspecified)	-3%[57.1 µM]	4	-9%	2%[57.1 µM]	-15%	2%	-3%	0%	45%[activator]
C[C@H]1CN([C@@H](C)CO)C(=O)CCCn2nncc2CO[C@@H]1CN(C)C(=O)Nc1ccc2c(c1)OCO2	x	-2	-6%	x	u	2%	x	1%	x
COC(=O)[C@H](CC(C)C)NC(=O)NC1CCCc2ccccc21 (stereo partly specified)	-4%	-5	4%	-7%	6%	0%	0%	12%	12%
COc1ccc(NC(=S)N2CCCC(CO)C2)c(OC)c1 (stereo unspecified)	13%	0	0%	-3%	-14%	5%	8%	-24%	42%[activator]
CCc1ccc(-c2cn3nc(CC)sc3n2)cc1	24%	2	-1%	6%	-13%	0%	4%	-3%	94%[activator]
O=C(Nc1ccc(N2CCN(C(=O)c3ccc(Cl)cc3)CC2)cc1)c1ccc([N+](=O)[O-])o1	7%[11.4 µM]	-3	-13%	2%[11.4 µM]	-11%	4%	-11%	2%	27%
CCOc1cc(/C=N\NC(=O)Cc2ccccc2)ccc1OCC(=O)Nc1ccc(C)c(C)c1	13%	0	21%	5%	-12%	-1%	-1%	3%	18%
CC12CC3CC(C)(C1)CC(CN1CCOCC1)(C3)C2	-10%	-2	16%	-11%	0%	11%	4%	-3%	49%[activator]
O=C(NCC1CCCO1)C(c1ccc(F)cc1)N(C(=O)Cn1nnc(-c2ccc(F)cc2)n1)c1cccc(O)c1 (stereo unspecified)	9%[57.1 µM]	-11	6%	-4%	-7%	1%	-3%	-11%	21%
NC(=O)[C@H]1CC2(CC(c3cccc(NC(=O)[C@H]4CCC(=O)N4)c3)=NO2)CN1C(=O)c1ccccc1C(=O)c1ccccc1 (stereo partly specified)	12%	0	i	5%	-18%	-3%	-3%	7%	11%
CCOc1ccc(N(CC(=O)Nc2ccccc2OCC)S(=O)(=O)c2c(C)noc2C)cc1	23%	-3	-8%	2%	u	3%	16%	5%	14%[57 µM]
Oc1c(C(c2ccccc2Cl)N2CCN(Cc3ccccc3)CC2)sc2nc(-c3ccco3)nn12 (stereo unspecified)	-6%[57.1 µM]	3	-6%	-5%[57.1 µM]	-23%	-2%	-8%	23%	-29%
COc1ccc2oc(=Nc3cc(F)ccc3F)c(C(N)=O)cc2c1	15%[57.1 µM]	3	2%	7%[57.1 µM]	-13%	1%	1%	-1%	4%

In another format: entries from further up.
Order of values – TrxR1 inh | PI4K2A block | PGK inhibitor | TrxR1 substrate | USP1 inh | mIDH1 inhibitor | Pin1 inh | GLS inh | HP1b binding inh
CC(=O)N1CCc2cc(S(=O)(=O)C(C)CC(=O)NCc3ccco3)ccc21 (stereo unspecified)
  x | -6 | -8% | x | -21% | -3% | x | 1% | x
Cc1onc(-c2c(F)cccc2Cl)c1C(=O)N1CCN(S(C)(=O)=O)CC1
  3% | -3 | -7% | 5% | 7% | -3% | 1% | -4% | 26%

High-throughput results from PubChem.
